AMPAR-TARP mod: GluA2-stargazin AMPA receptor complex modulation; O88602+P19491; HEK293 GluA2+stargazin, membrane potential dye (FDSS), glutamate EC50; hits were called plate by plate, in both directions; calls only at 30 µM; actives 3.5% (n = 40,000); AID 1259245;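 active means any of four per-well response measures lying three or more SD from its plate-wide compound average, in either direction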
Target sequence (O88602 whole entry, looked up): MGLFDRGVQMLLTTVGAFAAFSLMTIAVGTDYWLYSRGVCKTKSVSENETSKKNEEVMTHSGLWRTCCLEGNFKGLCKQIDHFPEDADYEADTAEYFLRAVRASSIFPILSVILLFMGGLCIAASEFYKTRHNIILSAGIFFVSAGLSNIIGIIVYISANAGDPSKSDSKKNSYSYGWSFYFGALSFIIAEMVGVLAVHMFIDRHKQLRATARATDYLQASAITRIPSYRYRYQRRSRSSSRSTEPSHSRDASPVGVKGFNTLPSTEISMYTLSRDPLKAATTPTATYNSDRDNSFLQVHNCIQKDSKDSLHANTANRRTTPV
Target sequence (P19491 whole entry, looked up): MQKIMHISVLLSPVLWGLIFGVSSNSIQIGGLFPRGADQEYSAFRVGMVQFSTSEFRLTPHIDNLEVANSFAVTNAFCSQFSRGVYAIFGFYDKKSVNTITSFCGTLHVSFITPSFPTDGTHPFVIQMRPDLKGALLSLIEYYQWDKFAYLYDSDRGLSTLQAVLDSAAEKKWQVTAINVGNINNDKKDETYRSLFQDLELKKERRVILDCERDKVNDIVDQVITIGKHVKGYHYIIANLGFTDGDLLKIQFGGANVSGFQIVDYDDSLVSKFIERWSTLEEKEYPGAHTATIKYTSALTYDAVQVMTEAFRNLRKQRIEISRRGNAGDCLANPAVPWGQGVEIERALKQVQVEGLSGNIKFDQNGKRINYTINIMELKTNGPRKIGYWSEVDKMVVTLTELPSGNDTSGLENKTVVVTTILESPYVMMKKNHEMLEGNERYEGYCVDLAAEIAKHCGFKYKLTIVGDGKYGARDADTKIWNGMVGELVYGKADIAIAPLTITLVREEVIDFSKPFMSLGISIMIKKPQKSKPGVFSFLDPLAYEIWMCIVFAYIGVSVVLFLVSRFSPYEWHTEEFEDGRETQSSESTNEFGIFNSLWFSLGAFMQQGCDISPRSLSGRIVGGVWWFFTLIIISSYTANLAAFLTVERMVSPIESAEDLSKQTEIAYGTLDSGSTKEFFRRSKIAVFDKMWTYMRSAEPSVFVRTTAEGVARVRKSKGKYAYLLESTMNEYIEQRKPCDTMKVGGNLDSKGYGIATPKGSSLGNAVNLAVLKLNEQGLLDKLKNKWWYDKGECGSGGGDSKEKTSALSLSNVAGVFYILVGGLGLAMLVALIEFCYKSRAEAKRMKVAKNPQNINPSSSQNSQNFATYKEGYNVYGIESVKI
AMPAR-TARP mod agonism max-min: recorded beside AMPAR-TARP mod, whose call it bears; compound max-min signal; compound-alone response (agonism);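 unitless range of fluorescence divided by baseline over first 100 seconds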
AMPAR-TARP mod glutamate slope: also measured in AMPAR-TARP mod; calls as there; glutamate slope, % of max; measured here: glutamate response slope, % max;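 scaled per plate between vehicle wells and maximal 1 mM glutamate control wells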
An asterisk follows results filed as active; i = inactive; + = active, no number. A portion of the library; count on the stated rates, not on these rows.

smiles,AMPAR-TARP mod,AMPAR-TARP mod agonism max-min,AMPAR-TARP mod glutamate slope
Cc1ccc(Cn2c(CO)cnc2SCC(=O)Nc2nccs2)cc1,i,0.087,71
CCc1nc2sc(C(c3ccc(Cl)cc3)N3CCCC(C)C3)c(O)n2n1 (stereo not given),i,0.12,57
Cc1cc(C)cc(OCCNC(=O)c2cc3ccccc3oc2=O)c1,i,0.12,66
O=C1NC2(CCCCC2)Nc2ccccc21,i,0.041,53
O=C(NNC(=O)c1cccn(Cc2ccc(Cl)c(Cl)c2)c1=O)c1ccco1,i,0.069,44
O=C(CSC1=NS(=O)(=O)c2ccccc2N1)NCCCc1ccccc1,i,0.047,45
O=C(N1CCC(Cn2cnc3ccccc32)CC1)C1(c2ccccc2)CCOCC1,i,0.09,64
CC(=O)N1CC(C(=O)Nc2ccc3c(c2)OCO3)C1,i,0.09,57
Cn1ccc(C(=O)N(CCN2CCOCC2)c2nc3ccccc3s2)n1,+,0.24*,42*
COc1ccc(-c2ccc(=O)n(Cc3cccc4ccccc34)n2)cc1OC,i,0.048,62
COc1ccc(N(CC(O)Cn2nc(C)cc2C)S(=O)(=O)c2ccc(C)cc2)cc1 (stereo not given),i,0.1,60
Cc1cccc(-n2c(C)c(C)n3c4c(=O)n(CC(=O)OCc5ccccc5)c(=O)n(C)c4nc23)c1,i,0.048,61
COC(=O)Cn1c(=NC(=O)C2CCCN(S(C)(=O)=O)C2)sc2cc(OC)ccc21 (stereo not given),i,0.078,54
O=C(Cc1ccc(NS(=O)(=O)c2cc(Cl)ccc2Cl)cc1)N1CCOCC1,i,0.13,65
COc1ccc(NC(=O)c2ccoc2)cc1Cl,i,0.14,68

Two records picked at random from the list so far:
smiles,AMPAR-TARP mod,AMPAR-TARP mod agonism max-min,AMPAR-TARP mod glutamate slope
Cn1ccc(C(=O)N(CCN2CCOCC2)c2nc3ccccc3s2)n1,+,0.24*,42*
O=C(NNC(=O)c1cccn(Cc2ccc(Cl)c(Cl)c2)c1=O)c1ccco1,i,0.069,44

Compound profiles, as listed above. Values in the order: AMPAR-TARP mod | AMPAR-TARP mod agonism max-min | AMPAR-TARP mod glutamate slope
O=C(Cc1ccc(NS(=O)(=O)c2cc(Cl)ccc2Cl)cc1)N1CCOCC1 reads i | 0.13 | 65
COc1ccc(-c2ccc(=O)n(Cc3cccc4ccccc34)n2)cc1OC reads i | 0.048 | 62

Going on with the list:
smiles,AMPAR-TARP mod,AMPAR-TARP mod agonism max-min,AMPAR-TARP mod glutamate slope
Cc1ccccc1-c1ccc(N2CCN(C(=O)c3ccc(S(N)(=O)=O)cc3)CC2)nn1,i,0.02,40
CCc1nc2sc(C(c3ccc(Br)cc3)N3CCN(CC)CC3)c(O)n2n1 (stereo not given),i,0.087,57
CCOCC(=O)NCC1CCN(C(=O)/C=C/c2ccco2)CC1,i,0.052,21
CCOCCn1c(=O)c2c(nc3n(-c4ccccc4C)c(C)cn23)n(C)c1=O,i,0.084,68
O=C(Nc1cccc([N+](=O)[O-])c1)C(=O)Nc1ccc2c(c1)OCO2,i,0.14,64
O=C(NCC(O)(c1ccccc1)C1CC1)c1ccc2c(c1)OCO2 (stereo not given),i,0.1,48
COc1ccc(S(=O)(=O)Nc2ccc(N3CCCC3=O)cc2)cc1C,i,0.046,52
Cn1nnc2c(N3CCN(CC(=O)N4CCCc5ccccc54)CC3)ncnc21,i,0.052,38
Cc1cc(C(=O)N(Cc2ccco2)c2nc3ccccc3s2)on1,i,0.052,41
Cn1cccc(C(=O)N2CCC(CNC(=O)/C=C/c3cccs3)CC2)c1=O,i,0.062,49
N#Cc1ccc(Cl)cc1NC(=O)C(=O)NCCn1nc(-c2ccco2)ccc1=O,i,0.15,48
COc1ccc(C(=O)N2C(=S)C(c3ccccc3)=NC23CCCC3)cc1,i,0.13,56
COCCNC(=O)CSc1nnc(-c2ccc(=O)n(C)c2)n1C,i,0.11,64
CC(C(=O)c1ccc(F)cc1)n1cnc(-c2ccc(F)cc2)cc1=O (stereo not given),i,0.16,59
CC1CC(C)CN(S(=O)(=O)c2cc3c4c(c2)CCC(=O)N4CCC3)C1 (stereo not given),i,0.061,60

Further records follow:
smiles,AMPAR-TARP mod,AMPAR-TARP mod agonism max-min,AMPAR-TARP mod glutamate slope
O=c1oc(-c2ccncc2)nc2c(Cl)cccc12,+,0.25*,52*
CC(C)(C)n1nc2c(c1NC(=O)C(=O)NCCc1ccccc1)CSC2,i,0.046,51
CN(C)c1ccc(C(=O)Nc2ccc3c(c2)N(S(=O)(=O)c2ccc(F)cc2)CCC3)cc1,i,0.15,45
CCCC(CCC)C(=O)N1CCN(c2ncnc3c2nnn3-c2cccc(OC)c2)CC1,i,0.053,40
O=C(CSC1CCCCC1)N1CCCCCC1,i,0.034,56
COc1cccc(CN2CCN(CC(=O)Nc3ccccc3F)CC2)c1,i,0.043,41
CC1(C)CC(O)CC(C)(C)N1CC(O)COc1ccc(-c2ccccc2)cc1 (stereo not given),i,0.12,41
O=C(CC(NCc1ccco1)C(=O)O)Nc1ccc(C(=O)O)cc1 (stereo not given),i,0.11,58
Cn1cnc2cc(OC(=O)Cc3ccc(F)cc3)ccc21,i,0.16,56
CC(C)c1ccccc1OCCOCC(O)CN1CCN(Cc2ccccc2)CC1 (stereo not given),i,0.06,65
O=C(CN1CCN(C(=O)c2ccccc2Cl)CC1)c1cccs1,i,0.085,60
Cc1noc(C2CN(C(=O)CN3C(=O)CCC3=O)C2)n1,i,0.096,47
COc1ccc(-c2nn(C)c(=O)c3ccccc23)cc1CNC(=O)CN1CCOCC1,i,0.055,53
O=C(CCc1ccccc1)N1CCN(Cc2nc(-c3cccs3)cs2)CC1,i,0.11,59
Cn1nnc2c(NN3CCOCC3)ncnc21,i,0.097,58

Remaining list, next part
smiles,AMPAR-TARP mod,AMPAR-TARP mod agonism max-min,AMPAR-TARP mod glutamate slope
COC(=O)c1ccc(C(=O)NCC2(c3cccs3)CCCC2)cc1,i,0.047,62
COCCCNC(=O)CN1C(=O)c2ccccc2S1(=O)=O,i,0.081,46
CC(C)C(=O)NCCS(=O)(=O)N1CCN(CCc2ccccc2)CC1,i,0.036,32
Cn1c(=O)c2c(SCC(N)=O)ccnc2n(C)c1=O,+,0.14*,65*
COCCN1CCC(CNC(=O)c2cc(OC)cc(OC)c2)CC1,i,0.061,42
COc1ccc(CC(=O)NCCN2CCN(S(C)(=O)=O)CC2)cc1OC,i,0.11,48
O=C(C1CCCCC1)N(CCN1CCOCC1)c1nc2ccc(Cl)cc2s1,i,0.04,53
COc1cccc(NC(=O)CSc2ncc(S(=O)(=O)c3ccc(C)c(Cl)c3)c(=O)[nH]2)c1,i,0.087,84
CCCC(=O)NCCOc1ccc2nnc(-c3cccc(OC)c3)n2n1,i,0.13,72
O=C(Cc1cc(-c2ccc(Cl)cc2)on1)NCc1cccs1,i,0.08,42
CC1CCN(c2ccc(N3CCN(C(=O)c4ccc(Cl)c([N+](=O)[O-])c4)CC3)nn2)CC1,i,0.15,55
NC(=O)c1oc2ccccc2c1NC(=O)C(=O)NCCOCCO,i,0.11,56
COc1ccc(F)cc1S(=O)(=O)Nc1ccc2c(c1)N(S(=O)(=O)c1ccc(C)cc1)CCC2,i,0.063,63
COc1ccc(C(CNS(=O)(=O)c2cc(OC)ccc2OC)N2CCN(C)CC2)cc1 (stereo not given),i,0.076,62
CCN(CC)S(=O)(=O)c1ccc(C(=O)N2c3ccccc3CC2C(=O)NC)cc1 (stereo not given),i,0.063,47

Entries shown so far that have two or more sulfur atoms:
smiles,AMPAR-TARP mod,AMPAR-TARP mod agonism max-min,AMPAR-TARP mod glutamate slope
Cc1ccc(Cn2c(CO)cnc2SCC(=O)Nc2nccs2)cc1,i,0.087,71
O=C(CSC1=NS(=O)(=O)c2ccccc2N1)NCCCc1ccccc1,i,0.047,45
COC(=O)Cn1c(=NC(=O)C2CCCN(S(C)(=O)=O)C2)sc2cc(OC)ccc21 (stereo not given),i,0.078,54
O=C(CCc1ccccc1)N1CCN(Cc2nc(-c3cccs3)cs2)CC1,i,0.11,59
COc1cccc(NC(=O)CSc2ncc(S(=O)(=O)c3ccc(C)c(Cl)c3)c(=O)[nH]2)c1,i,0.087,84
COc1ccc(F)cc1S(=O)(=O)Nc1ccc2c(c1)N(S(=O)(=O)c1ccc(C)cc1)CCC2,i,0.063,63

(next part)
smiles,AMPAR-TARP mod,AMPAR-TARP mod agonism max-min,AMPAR-TARP mod glutamate slope
Cc1nc2ccc(NC(=O)CCn3ccc(=O)[nH]c3=O)cc2s1,i,0.12,39
O=C(Cc1coc2ccc3ccccc3c12)Nc1ccccc1F,i,0.047,48
Cc1ccc(S(=O)(=O)N(C)CC(O)COc2c(C)cc(C)cc2C)cc1 (stereo not given),i,0.093,76
COc1ccc(S(=O)(=O)CCCC(=O)Nc2nc3cc4c(cc3s2)OCO4)cc1,i,0.11,60
COc1cccc(CNc2c(C)n(C)n(-c3ccccc3)c2=O)c1O,i,0.063,35
COc1ccccc1CNC(=O)Cn1nc(-c2ccc(C)cc2C)ccc1=O,i,0.02,51
COc1ccc(OC)c(S(=O)(=O)N2CCN(c3ccc4nncn4n3)CC2)c1,i,0.12,47
COc1ccc(C)c2sc(N(Cc3ccccn3)C(=O)CS(=O)(=O)Cc3ccccc3)nc12,i,0.11,59
CCN(CC)C(=O)CN1C(=O)N(c2cc(Cl)ccc2C)S(=O)(=O)c2ccccc21,i,0.13,51
CCOC(=O)N1CCc2nc(NC(=O)c3cccs3)sc2C1,i,0.11,48
O=C1CCc2cc(NC(=O)NC3CCCCC3)ccc2N1,i,0.085,56
O=C(Nc1ccc(F)c(Cl)c1)N1CCC2(CC1)NC(=O)N(CCc1ccccc1)C2=O,+,0.12*,27*
O=C(c1ccc2c(c1)OCO2)N1CCN(c2ccc(-c3ccncc3)nn2)CC1,i,0.15,34
COCCNC(=O)Cn1nc2c(c1NC(=O)c1cnccn1)CSC2,i,0.088,69
CN(C)C(CNC(=O)C(=O)Nc1ccc(OC(F)(F)F)cc1)c1cccs1 (stereo not given),i,0.087,91

(next part)
smiles,AMPAR-TARP mod,AMPAR-TARP mod agonism max-min,AMPAR-TARP mod glutamate slope
CCCCc1cnc2c(c1SCC(=O)Nc1ccc(C(=O)OC)cc1)c(=O)n(C)c(=O)n2C,i,0.1,65
CC(C)C(=O)Nc1ccc(S(=O)(=O)NCC(c2cccn2C)N(C)C)cc1 (stereo not given),i,0.087,60
CC(C)c1cccc2sc(NC(=O)C3CCCN(S(C)(=O)=O)C3)nc12 (stereo not given),i,0.14,49
COc1cn(CC(=O)NC(C)C)c(CSc2nc(C)cs2)cc1=O,i,0.051,54
CCC(C)NC(=O)C(=O)Nc1c2c(nn1-c1ccc(C)cc1C)CS(=O)(=O)C2 (stereo not given),i,0.062,87
COc1ccc(Cl)cc1S(=O)(=O)NCC(c1ccsc1)N1CCc2ccccc2C1 (stereo not given),i,0.063,50
O=C(Cc1cc(-c2ccc(F)cc2)on1)N1CCc2ccccc21,i,0.086,54
Cc1cc([N+](=O)[O-])ccc1NC(=O)c1ccc(=O)n(Cc2ccccc2F)c1,i,0.11,60
Cc1cc([N+](=O)[O-])ccc1NC(=O)c1ccc(=O)n(Cc2ccc(Cl)cc2)c1,i,0.11,38
CCOc1ccc(NS(=O)(=O)c2cccc(Cl)c2)cc1,i,0.16,54
O=C(NCc1ccc2c(c1)OCO2)C(=O)NCC1CCCO1 (stereo not given),i,0.12,56
O=C(NCCc1ccc(F)cc1)C(=O)NCC1COC2(CCCCC2)O1 (stereo not given),i,0.096,48
COc1ccccc1N1CCCn2c1nc1c2c(=O)n(Cc2ccccc2C)c(=O)n1C,i,0.08,65
COc1ccc2nc(-c3ccc(NS(=O)(=O)c4cc(C)c(C)cc4C)cc3)cn2n1,i,0.079,59
COc1cn(CC(=O)NCC2CCCO2)c(CSc2nnnn2C)cc1=O (stereo not given),i,0.1,54

(further entries)
smiles,AMPAR-TARP mod,AMPAR-TARP mod agonism max-min,AMPAR-TARP mod glutamate slope
Cc1cc(OCC(=O)Nc2cccc(Cl)c2C)nc(N2CCc3ccccc3C2)n1,i,0.074,55
CCc1cccc(OCC(=O)NC2CCCCC2)c1,i,0.062,78
COc1ccc(OCCC(=O)NCC23CC4CC(CC(C4)C2)C3)cc1,i,0.099,42
CC(C)c1ccc(S(=O)(=O)N2CCN(CC(=O)C(C)(C)C)CC2)cc1,i,0.079,40
C=CCN1C(=O)C(C)(C)COc2cc(NC(=O)C3CCCO3)ccc21 (stereo not given),i,0.04,68
COc1ccc(NC(=O)CSc2ccc(NC(=O)c3cccs3)nn2)c(OC)c1,i,0.074,49
Cc1ccc(S(=O)(=O)CCCC(=O)Nc2ccc(F)cc2F)cc1,i,0.049,37
COc1cc(/C=C/C(=O)Nc2nnc(CC(C)C)s2)cc(OC)c1OC,i,0.099,64
Cc1c(Cl)cccc1NC(=O)Cn1c(=O)n(Cc2ccco2)c(=O)c2oc3ccccc3c21,i,0.086,55
CCOC(=O)Cc1csc(NC(=O)Cc2csc(Nc3ccc(F)cc3)n2)n1,i,0.18,48
CCCC(=O)Nc1ccc(S(=O)(=O)NCCn2nc(-c3ccc(OC)cc3)ccc2=O)cc1,i,0.063,49
CCOC(=O)c1sc(NC(=O)c2snnc2CC)c(C(=O)OCC)c1C,i,0.11,63
O=C(/C=C/c1ccccc1)Nc1cccnc1,i,0.12,54
COc1cc(Cl)ccc1C(=O)NC1(c2nc(-c3ccsc3)no2)CCCCC1,i,0.075,63
COc1cc(NC(=O)N2CCN(CCn3cccn3)CC2)cc(OC)c1,i,0.14,46
CCOC(=O)CNC(=O)C1COCC(=O)N1Cc1ccccc1 (stereo not given),i,0.082,46
Cc1nc(-c2ccccc2)sc1C(=O)OCC(=O)c1ccc(F)cc1,i,0.062,41

Gathered by group: the compounds so far with an NH in an aromatic ring
smiles,AMPAR-TARP mod,AMPAR-TARP mod agonism max-min,AMPAR-TARP mod glutamate slope
COc1cccc(NC(=O)CSc2ncc(S(=O)(=O)c3ccc(C)c(Cl)c3)c(=O)[nH]2)c1,i,0.087,84
Cc1nc2ccc(NC(=O)CCn3ccc(=O)[nH]c3=O)cc2s1,i,0.12,39
